RGS4 act = potentiators or activators of RGS4; 310,000 compounds, 0.92% hits; B-score at 10 µM; AID 463111; HEK293 M3R/inducible RGS4, carbachol calcium flux Fluo4; stronger effect = lower value;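 active = B-score of the integrated calcium signal more than 4 SD below the library mean, with starting fluorescence not abnormally high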;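 also: negative B-score means reduced calcium response which marks RGS4 activation or potentiation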
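test system = M3R-expressing HEK293 line, RGS4 induced by doxycycline | probe or stimulus = carbachol at ECmax as muscarinic agonist stimulus | timing = dye loading 30 min 37 °C, buffer rest 30 min RT | signal = calcium dye Fluo4 fluorescence | evaluation = B score from integrated fluorescence ratio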
RGS4 inh = inhibitors of human RGS4; P49798; HEK293 M3R/RGS4 inducible, Fluo-4 calcium flux; stronger effect = higher value; triggered by carbachol at its EC20; B-score at 10 µM; 310,000 compounds, 0.45% hits; AID 463165;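 active = B-score, a plate-corrected calcium signal, over three deviations above library mean, with baseline fluorescence within five deviations of library mean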;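 also: RGS4 expression induced by doxycycline in cells with stable M3 receptor; B-score is computed from the integrated fluorescence ratio over baseline after carbachol; higher B-score means a larger calcium signal and so more RGS4 inhibition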
Target sequence (P49798 whole entry, looked up): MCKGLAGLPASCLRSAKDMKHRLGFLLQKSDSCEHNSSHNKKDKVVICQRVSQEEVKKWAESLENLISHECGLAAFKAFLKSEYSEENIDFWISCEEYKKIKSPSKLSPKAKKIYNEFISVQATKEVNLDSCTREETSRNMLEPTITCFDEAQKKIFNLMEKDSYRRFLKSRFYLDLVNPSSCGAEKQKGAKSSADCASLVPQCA
MrgX1 antagonist = human MrgX1 receptor antagonism, primary screen; MRGX1-HEK293 calcium flux, Fluo-4, BAM8-22 antagonism; stronger effect = lower value; B-score at 10 µM; 310,000 compounds, 1.3% hits; AID 588676;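 active = calcium-response B-score plate-corrected more than 3 library SD below zero, starting fluorescence within 5 deviations, no agonist response on first addition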;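 also: peak minus trough fluorescence over baseline after final BAM8-22 challenge near maximal dose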
Target sequence (Q96LB2 whole entry, looked up): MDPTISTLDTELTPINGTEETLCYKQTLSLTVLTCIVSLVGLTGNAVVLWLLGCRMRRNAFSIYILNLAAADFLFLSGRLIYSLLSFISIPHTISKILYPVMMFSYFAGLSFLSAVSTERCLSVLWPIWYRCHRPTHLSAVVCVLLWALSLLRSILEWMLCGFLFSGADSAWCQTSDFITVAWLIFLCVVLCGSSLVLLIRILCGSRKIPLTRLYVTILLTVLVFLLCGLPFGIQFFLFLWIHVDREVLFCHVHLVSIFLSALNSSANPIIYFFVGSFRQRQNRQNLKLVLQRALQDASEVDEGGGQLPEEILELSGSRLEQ
SKKanGAS inh = blocks kanamycin growth of S. pyogenes SKKanGAS strain; BacTiter-Glo, 6 h; AID 1662; 300,000 compounds, 1.3% hits; inhibition, % at 7.5 µM;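 active = mean replicate score, as percent of positive control median, at least 50; inconclusive = mean below 50 but one replicate at or above 50; inactive = mean and every replicate below 50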;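 also: strain carries kanamycin resistance gene driven by streptokinase promoter and grows in 40 µg/ml kanamycin; loss of luminescence reflects streptokinase promoter inhibition or plain growth inhibition; 0% = median of DMSO wells and 100% = positive control at its reference dose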
HDAC3 inhib = inhibitors of human histone deacetylase 3; recombinant HDAC3, fluorogenic peptide/trypsin coupled, fluorescence; inhibition, % at 8.3 µM; 320,000 compounds, 0.15% hits; AID 2718; in the data active = inhibition above about 26%, passing the limit was not always enough; inconclusive = no clear call, values can overlap the other calls
Target sequence (O15379 whole entry, looked up): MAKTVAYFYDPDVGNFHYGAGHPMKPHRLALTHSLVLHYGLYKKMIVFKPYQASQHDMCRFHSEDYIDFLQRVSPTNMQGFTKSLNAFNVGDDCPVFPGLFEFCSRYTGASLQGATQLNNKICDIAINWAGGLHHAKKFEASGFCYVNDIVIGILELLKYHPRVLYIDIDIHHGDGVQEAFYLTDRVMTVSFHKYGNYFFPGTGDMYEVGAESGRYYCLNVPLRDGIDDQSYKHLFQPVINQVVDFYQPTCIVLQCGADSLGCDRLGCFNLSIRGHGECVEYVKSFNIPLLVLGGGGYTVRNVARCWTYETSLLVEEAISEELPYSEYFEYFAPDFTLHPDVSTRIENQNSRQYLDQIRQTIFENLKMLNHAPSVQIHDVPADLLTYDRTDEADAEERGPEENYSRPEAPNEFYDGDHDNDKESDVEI
TRPC6 activator = activators of mouse TRPC6 channel | Q61143 | HEK293-TRPC6 membrane potential dye fluorescence; stronger effect = higher value | B-score at 10 µM | 310,000 compounds, 0.13% hits | AID 2550;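 active = B-score of the integrated fluorescence ratio above library mean plus 3 SD, and starting fluorescence ratio within library mean plus 5 SD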;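 also: higher score means more depolarization so channel activation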
ANO1 activ = mouse TMEM16A channel activation, primary screen; Q8BHY3; HEK293 TMEM16A/YFP-H148Q/I152L, iodide quench fluorescence; stronger effect = lower value; B-score at 10 µM; 340,000 compounds, 0.3% hits;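 active = fluorescence-ratio B-score plate-corrected deviation score at least 3 library SD below zero, with starting fluorescence score within 5 deviations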;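 also: channel opened by trigger with iodide after compound preincubation; score built on the fluorescence ratio of max minus min over baseline; more negative score means more quench and so TMEM16A activation or potentiation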
TRPC6 inhibitor = inhibitors of mouse TRPC6 channel; B-score at 10 µM; HEK293-TRPC6, membrane potential dye, ACh-evoked depolarization; stronger effect = lower value; 310,000 compounds, 1.1% hits; Q61143;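 active = B-score under library mean minus 3 SD, initial fluorescence not abnormally high, positive integrated signal ratio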;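 also: B-score derived from integrated fluorescence ratio over the kinetic read; more negative B-score means stronger inhibition of depolarization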
TMEM16A inh = mouse TMEM16A channel inhibition, primary screen; Q8BHY3; HEK293 TMEM16A/YFP iodide influx fluorescence, ionomycin; normalized B-score (activity score, 25-100; higher = stronger inhibition) at 10 µM; 310,000 compounds, 1.2% hits;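 active = ratio plate-corrected score three or more library SD toward inhibition, starting fluorescence score within five deviations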;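 also: score derived from kinetic fluorescence span divided by baseline fluorescence per well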
MrgX1 agonist = human MrgX1 receptor agonism, primary screen; Q96LB2; MrgX1-HEK293 cells, Fluo-4 calcium fluorescence, agonist mode; stronger effect = higher value; B-score at 10 µM; 310,000 compounds, 0.44% hits;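 active = calcium response B-score plate-corrected fluorescence ratio at least 3 library SD, with starting fluorescence B-score inside 5 SD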
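Test system: HEK293 cells stably expressing human MrgX1 receptor; Input: fifteen thousand cells per well; Dosing: compound delivered in addition one of three; Schedule: overnight seeding, then 1 h dark dye loading; Technique: Fluo-4 NW calcium fluorescence; Measure: B-scored fluorescence response ratio; Controls: positive and negative controls per plate.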
MrgX1 allo act = allosterically activates human MrgX1 receptor signaling. Q96LB2. MrgX1-HEK293, Fluo-4 calcium flux, FDSS; stronger effect = higher value. B-score at 10 µM. 310,000 compounds, 0.63% hits;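 active = plate-corrected calcium response at least 3 library SD above typical, normal starting fluorescence, not activating the receptor alone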;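 also: compound read alongside a low EC10 to EC30 dose of BAM8-22 agonist; peak minus trough fluorescence over baseline measured at the second addition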
* = called active by the depositor; i = inactive; ? = inconclusive; nt = no result given. Compounds were not picked by outcome (roughly 6.7% active in at least one column).

SMILES	RGS4 act	RGS4 inh	MrgX1 antagonist	SKKanGAS inh	HDAC3 inhib	TRPC6 activator	ANO1 activ	TRPC6 inhibitor	TMEM16A inh	MrgX1 agonist	MrgX1 allo act
CC1CCCCN1S(=O)(=O)c1ccc(C(=O)Nc2nnc(-c3ccco3)o2)cc1 (centres undefined)	i	i	i	?	12	i	i	i	i	i	i
O=C1COc2ccc(C(=O)COC(=O)c3ccc(S(=O)(=O)C(F)F)cc3)cc2N1	i	i	i	-8	-6	i	i	i	i	i	i
CC(=O)Nc1cccc(OC(=O)N2CCOCC2)c1	i	i	i	-3	-2	i	i	i	i	i	i
Cc1ccc2c(CC(=O)NCC3COc4ccccc4O3)coc2c1 (centres undefined)	i	i	i	3	?	i	i	i	i	i	i
CCNC(=S)NNC(=O)c1cccs1	i	i	i	-16	-1	i	i	i	i	i	i
Cc1ccccc1NC(=O)c1sc(Cl)nc1-c1ccccc1	i	i	i	9	1	i	i	i	i	i	i
Nc1c(C(=O)OCC2CCCO2)c2nc3ccccc3nc2n1C1CCCC1 (centres undefined)	i	i	i	6	-1	i	i	i	i	i	i
O=C(CN(c1cccc([N+](=O)[O-])c1)S(=O)(=O)c1ccccc1)N(Cc1ccccc1)Cc1ccccc1	i	i	i	-5	-1	i	i	i	i	i	i
COc1ccc(Br)cc1CNc1ccc(S(N)(=O)=O)cc1	i	i	i	0	-3	i	i	i	i	i	i
O=C1/C(=C/c2cccc(Br)c2)SC(=S)N1CCC(=O)N(CCO)c1ccccc1	i	5.3*	i	19	-3	i	i	i	i	i	i
O=C(NC(=S)Nc1cccc2ncccc12)c1cccs1	i	i	i	-3	?	i	i	i	i	i	i
COc1cc(C)nc(-c2csc(C)n2)n1	i	i	i	7	-6	i	i	i	i	i	i
O=C(NCc1ccc(Cl)cc1)C1CCCN1C(=O)Nc1ccccc1 (centres undefined)	i	i	i	8	-7	i	i	i	i	i	i
Cc1noc(C)c1CSCC(=O)Nc1cc(Cl)ccc1N1CCCCC1	i	i	i	-6	5	i	i	i	i	i	i
COCCn1nnnc1C(c1ccc2ncccc2c1)N1CCN(c2ccccc2F)CC1 (centres undefined)	i	i	i	3	5	i	i	i	i	i	i
Cc1cc(C)cc(NC(=O)c2ccc(Cn3nc(C)c(Cl)c3C)o2)c1	-12*	i	i	15	-2	i	i	i	i	i	i
COc1ccccc1CC(=O)Nc1ccon1	i	i	i	3	5	i	i	i	i	i	i
CN(C)c1ccc(/C=N/OC(=O)Nc2ccccc2)cc1	i	i	i	-1	7	i	i	i	i	i	i
O=C(Nc1nc(-c2cccs2)c(-c2cccs2)s1)C1(c2ccccc2)CC1	i	i	i	10	-1	i	i	i	i	i	i
COc1ccc(CNC(=O)CC2C(=O)NCCN2C2Cc3ccccc3C2)cc1 (centres undefined)	i	i	i	14	-1	i	i	i	i	i	i
Cc1ccc(SCc2cc(=O)n3[nH]c(C)nc3n2)cc1	i	i	i	8	2	i	i	i	i	i	i
CCOc1ncccc1C(=O)N1CCN(S(=O)(=O)c2ccc3ccccc3c2)CC1	i	i	i	8	-1	i	i	i	i	i	i
CCOC(=O)N1CCN(C(=O)C2CC(c3ccc(F)cc3)=NO2)CC1 (centres undefined)	i	i	i	-12	-8	i	i	i	i	i	i
CCOc1ccc2nc(NC(=O)CN3CCN(C)CC3)sc2c1	nt	nt	i	0	1	nt	i	nt	i	i	i
CCOc1ccccc1Nc1nc(-c2sc(NC(=O)c3ccccc3)nc2C)cs1	i	i	i	12	-2	i	nt	i	i	i	i
Cc1ccc(S(=O)(=O)N2CCOC23CCN(C(=O)C(=O)NCCC(C)C)CC3)cc1	i	i	i	0	7	i	i	i	i	i	i
CCCCN1c2cc(C)c(O)cc2C(C(=O)OCC)C1C (centres undefined)	i	i	i	-3	9	i	nt	i	i	i	i
COc1ccc(CCNC(=O)Cc2nn(C)c(=O)c3ccccc23)cc1OC	i	i	i	-2	-2	i	i	i	i	i	i
O=C(CSc1nc2ccccc2c(=O)n1CCCC(=O)N1CCCC1)NCc1ccco1	i	i	i	6	-3	i	i	i	i	i	i
O=[N+]([O-])c1ccc(N2CCN(c3ccccc3)CC2)nc1	i	i	i	7	3	i	i	i	i	i	i
CC(C)(C)c1ccc(-n2nc(C#N)c(Cl)cc2=O)cc1	i	i	nt	-12	nt	i	i	i	nt	nt	nt
COc1ccc(N2CCN(C(=O)c3ccc(Cn4nc(C)c([N+](=O)[O-])c4C)o3)CC2)cc1	i	i	nt	-10	nt	i	i	i	nt	nt	nt
COc1cc(C(=O)NC2CC(C)(C)NC(C)(C)C2)cc(OC)c1OC	i	i	i	6	-3	i	i	i	i	i	i
O=C1c2ccccc2NC(c2cccc(O)c2)N1Cc1ccco1 (centres undefined)	i	i	i	-5	-32	i	i	i	i	i	i
COc1ccc(OC)c(C(=O)c2coc3ccc(OC)cc23)c1	i	i	i	3	4	i	i	i	i	i	i
O=C(/C=C/NNC(=O)c1ccccc1)c1ccc([N+](=O)[O-])cc1	i	i	i	13	0	i	i	i	i	i	i
CC(=O)c1c(C(C)=O)c(C)n(-c2ccc(O)cc2)c1C	i	i	i	-4	3	i	i	i	i	i	i
COc1ccc(-c2csc(NC(=O)c3ccco3)n2)cc1	i	i	i	5	5	i	i	i	i	i	i
Cc1ccc(Cl)cc1N1CCN(C(=O)Cn2ccc3ccccc3c2=O)CC1	i	i	i	13	-2	i	i	i	i	i	i
O=C(Nc1ccc(Oc2ccc(Cl)cc2)cc1)c1ncn[nH]1	i	i	i	1	0	i	i	i	i	i	i
N#Cc1nc(COc2ccc(-c3ccccc3)cc2)oc1NCCCN1CCOCC1	i	i	i	1	10	i	i	i	i	i	i
O=C(Nc1ccc2c(c1)OCO2)c1cnn2cccnc12	i	i	i	8	12	i	i	i	i	i	i
Cc1ccc(NC(=O)c2ccc(S(=O)(=O)NCc3ccco3)cc2)nc1	i	i	i	-6	0	i	i	i	i	i	i
Cc1ccc(-c2c[n+](CC(=O)OCc3ccccc3)c3n2CCC3)cc1	i	i	i	-3	1	i	i	i	i	i	i
CC(C)CNC(=O)/C=C/C(=O)O	i	i	i	8	-2	i	i	i	i	i	i
O=C(Nc1cccc(C(=O)N2CCCCC2)c1)c1ccccc1Br	i	i	i	3	0	i	i	i	i	i	i
O=C(/C=C\c1ccco1)Nc1cc([N+](=O)[O-])ccc1F	i	i	i	-13	0	i	i	i	i	i	i
Cc1c(Cl)cccc1NC(=O)CSc1nc(=O)n(CCCN2CCOCC2)c2c1CCC2	i	i	i	1	-3	i	i	i	i	i	i
CCNC(=S)Nc1ccc2c(c1)oc1ccccc12	i	i	i	-6	5	i	i	i	i	i	i
CN(C)CCOC(c1ccccc1)c1ccccc1 (tested in a mixture with another compound)	i	i	i	0	-1	i	i	-5.2*	i	i	i
OC1(C2(O)CC(c3ccccc3)ON2)CCCCC1 (centres undefined)	i	i	i	0	1	i	i	i	i	i	i
COc1ccc(CN(C)CC(=O)Nc2ccccc2C(F)(F)F)c(OC)c1	i	i	i	-2	1	i	i	i	i	i	i
CC(=O)N1CCN(C(=S)NC(=O)c2c(-c3ccccc3Cl)noc2C)CC1	i	i	i	-3	2	i	i	i	i	i	i
CCSc1nnc(N(CCC#N)CCC#N)s1	i	i	i	-2	-4	i	i	i	i	i	i
O=C(CSc1nnc(COc2cccc3ccccc23)o1)N1CCN(C(=O)c2ccco2)CC1	i	i	i	0	5	i	nt	i	i	i	i
CCc1nnc(NC(=O)c2cccc(S(=O)(=O)N(C)c3ccc(OC)cc3)c2)s1	i	i	i	4	4	i	i	i	i	i	i
Cc1ccccc1C(=O)N1CCC(C(=O)Nc2cc(C(F)(F)F)ccc2N2CCCC2)CC1	i	i	i	-2	-1	i	i	i	i	i	i
C=CCNC(=S)N(Cc1ccccc1)Cc1ccc(F)cc1	i	i	i	6	9	i	i	i	i	i	i
CN(C)CCCN(Cc1cc2cc3c(cc2[nH]c1=O)OCO3)C(=S)Nc1ccccc1	i	i	i	-1	-2	i	i	i	i	i	i
CCCCn1c(N)c(N(CCC(C)C)C(=O)COC(=O)c2ccccc2)c(=O)[nH]c1=O	i	i	i	2	1	i	i	i	i	i	i

Next section.
SMILES	RGS4 act	RGS4 inh	MrgX1 antagonist	SKKanGAS inh	HDAC3 inhib	TRPC6 activator	ANO1 activ	TRPC6 inhibitor	TMEM16A inh	MrgX1 agonist	MrgX1 allo act
Cc1cc(C)nc(-n2nc(C)c(Sc3ccc(F)cc3)c2N)n1	i	i	i	?	9	i	i	i	i	i	11*
Cc1cc(C)cc(N2C(=O)c3nccnc3C2=O)c1	i	i	i	2	-4	i	i	i	i	i	i
Cc1ccc(OCCNC(=O)C2CC(=O)N(c3ccc(C)cc3)C2)cc1 (centres undefined)	i	i	i	4	-1	i	i	i	i	i	i
COc1ccc(OCC(=O)NC2CC(C)(C)NC(C)(C)C2)cc1	i	i	i	4	14	i	i	i	i	i	i
O=S(=O)(Nc1cc(F)ccc1F)c1cccc2nonc12	i	i	i	-4	8	i	i	i	i	i	i
CCOC(=O)Nc1nc(-c2ccc(F)cc2F)cs1	i	i	i	1	-7	i	i	i	i	i	i
CCOC(=O)C1(Cc2cccc(OC)c2)CCCN(Cc2cc(C(C)C)n[nH]2)C1 (centres undefined)	i	i	i	-7	-2	i	i	i	i	i	i
Cc1n[nH]c(C)c1C(=O)CC1(O)C(=O)N(CCc2ccccc2)c2ccc(Br)cc21 (centres undefined)	i	i	i	-2	2	i	i	i	i	i	i
COc1ccc(NCc2nn(CC(=O)c3ccc(Br)cc3)c3[n+]2CCCCC3)cc1	i	i	i	-3	6	i	i	i	i	i	i
NC(=O)C1CCN(C(=O)C(=O)c2cn(CC(=O)N3CCCCCC3)c3ccccc23)CC1	i	i	i	11	3	i	i	i	i	i	i
COCC(C)OC(=O)/C(C#N)=C\c1coc2ccc(C)cc2c1=O (centres undefined)	nt	nt	i	nt	9	nt	i	nt	i	i	i

Screening data as filed in PubChem BioAssay.
